High-throughput results from PubChem.
IL-1B inflam inh: inhibitors of inflammasome signaling (IL-1 beta secretion) | AID 743279 | THP-1 LPS/ATP IL-1B secretion, AlphaLISA, 16 h; active compounds read low | actives 4.7% (n = 360,000) | activity change, % at 57.5 µM; in the data active = activity change below about -50%; inconclusive = mostly about -30% to -49%; note: % is set by controls: 0 for no effect and ±100 for the full control effect
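Secreted IL-1B measured by AlphaLISA bead assay after 16 h compound exposure of THP-1 cells; compounds (final up to 57.5 uM) added 1 h before LPS (250 ng/mL) and ATP (1.25 mM) stimulation; lower signal means less secretion.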
S2 tox: viability counter-screen for ATXN expression inhibitors | S2 cells (HEK-293 line with an ATXN2-luciferase reporter) viability, CellTiter-Fluor protease fluorescence, 24 h | Potency, µM (highest dose often 56.7 µM), hits mostly cytotoxic | actives 0.49% (n = 400,000); note: potency is the fitted concentration of half-maximal effect; nearly all actives have a fitted effect of over 40% in size
HepG2 viability: counter-screen for TGF-b inhibitors: cytotoxicity in HepG2 cells. HepG2 CAGA-GFP viability, ATP luminescence, 18 h. Potency, µM (top dose mostly 46.1 µM), inactives show at the highest dose activity change, negative = cytotoxicity, hits mostly cytotoxic. actives 0.76% (n = 410,000). AID 588856; note: potency is the fitted concentration of half-maximal effect; some results filed as inactive show a strong effect at the top dose
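HepG2 CAGA-GFP cells (1000/well, DMEM with 1% FBS) received compound, then TGF-beta at 500 pg/mL final, and were incubated 18 hours at 37 degrees C. Viability was read by CellTiter-Glo luminescence. Media-only wells were set as complete cell-killing and DMSO as no toxicity.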
SW480 rerep: DNA re-replication induction in SW480 cells; Potency, µM (doses to about 46.1 µM), for the others: top-dose re-replication activation, hits mostly activators; SW480 DNA re-replication, Hoechst DNA content imaging, 48 h; actives 1.8% (n = 340,000); note: potency is the fitted concentration of half-maximal effect; % of control where 0% means no effect; nearly all actives have a fitted effect of over 55% in size
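Hoechst fluorescence of nuclei (405 nm excitation, 500-530 nm emission) measured by plate-scanning imager after 48 hr compound exposure at 37 C; re-replication scored as increased number of nuclei with elevated intensity.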
ATXN2 expr inh: inhibitors of ATXN2 expression | AID 1745845 | Potency, µM (doses to about 57 µM), inactives show top-dose activity change, negative = inhibition, hits mostly inhibitors | actives 0.72% (n = 360,000) | HEK-293 ATXN2-luciferase reporter, luminescence, 24 h; note: potency is the fitted concentration of half-maximal effect; % is set by controls: 0 for no effect and ±100 for the full control effect; nearly all actives have a fitted effect of over 55% in size
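qHTS (up to 57 uM final) was run with 24 h compound exposure of reporter cells at 37 °C. Each well was multiplexed: SteadyGlo luminescence measured ATXN2-luciferase expression after a fluorogenic Gly-Phe-AFC viability readout (25 uM final).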
HT1080 IDH1KD tx: kills HT-1080 cells with IDH1 knockdown; Potency, µM (highest dose often 46.1 µM), without a hit: top-dose activity, negative = toxicity, most hits filed as cytotoxic; actives 2% (n = 360,000); HT-1080 IDH1 knockdown viability, ATP luminescence, 48 h; AID 686971;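 note: potency is the fitted concentration of half-maximal effect; 0% = DMSO wells and -100% = cell-free medium wells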
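Viability of IDH1-knockdown HT-1080 fibrosarcoma cells was assessed by CellTiter-Glo after 48 h at 37 °C with titrated compound; concentration-effect curves were classified by fit quality and response size.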
KB-3-1 tox: KB-3-1 parental cell cytotoxicity; AID 1347075; Potency, µM (titrated, usually from 46.1 µM), inactives show at the highest dose activity change, negative = cytotoxic, usual class: cytotoxic; actives 1.4% (n = 400,000); KB-3-1 viability, CellTiter-Glo ATP luminescence, 72 h; note: potency is the fitted concentration of half-maximal effect; % is set by controls: 0 for no effect and ±100 for the full control effect; nearly all actives have a fitted effect of over 60% in size
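KB-3-1 parental drug-naive adenocarcinoma cells in DMEM/10% FBS, incubated 72 h at 37 C with pin-transferred compounds across a concentration series. Viability by CellTiter-Glo luminescence; concentration-response curves fitted after normalization.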
HT1080NT lethal: kills 2HG-producing HT-1080-NT fibrosarcoma cells; AID 686970; Potency, µM (series often up to 46.1 µM), for inactives: at the top dose activity, negative = less viability, usual class: cytotoxic; actives 1.6% (n = 360,000); HT-1080-NT fibrosarcoma viability, CellTiter-Glo ATP luminescence, 48 h;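 note: NT is the 2HG producing partner of a matched IDH1 knockdown line; potency is the fitted concentration of half-maximal effect; 0% = DMSO-treated cells and -100% = media-only wells without cells; nearly all actives have a fitted effect of over 55% in size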
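Viability by CellTiter-Glo luminescence after 48 h compound exposure at 37C of HT-1080-NT cells (750/well, RPMI, 5% FBS). % activity scaled between DMSO wells and medium-only wells, then curve-fitted and categorized by curve class.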
MCF10A rereplic: DNA re-replication induction in MCF 10a cells; MCF 10A DNA re-replication, Hoechst nuclear intensity, 48 h; Potency, µM (series often up to 46.1 µM), for the others: at the highest dose activity, positive = re-replication, usual class: activators; actives 2.9% (n = 350,000); AID 624296; note: potency is the fitted concentration of half-maximal effect; % of control where 0% means no effect; nearly all actives have a fitted effect of over 50% in size
Numbers without * were called inactive; i = inactive; ? = inconclusive; nt = not tested or not shown; [ ] = remark or other dose. Unless noted, calls come from the whole dose curve; as a rule, active = well fitted curve in the direction sought with a large enough effect; inconclusive = small, poorly fitted or top-dose-only effect, or another doubt; inactive = no such curve, though single readings can be large; an effect the other way counts as inactive or inconclusive.

SMILES	IL-1B inflam inh	S2 tox	HepG2 viability	SW480 rerep	ATXN2 expr inh	HT1080 IDH1KD tx	KB-3-1 tox	HT1080NT lethal	MCF10A rereplic
Cc1ccc(S(=O)(=O)NNC(=O)C(O)(c2ccccc2)c2ccccc2)cc1	15	?	6%	6%	4%	17%	4%	19%	-1%
Cc1c(C#N)c2ncn(CC#N)c(=O)c2n1-c1ccccc1	8	i	-2%	-7%	1%	1%	14%	0%	-3%
CNC(=S)N1CCN(c2ccc(OC)cc2)CC1	-6	i	-23%	-3%	2%	0%	-1%	?	-4%
O=C(CNC(=O)c1cccs1)N/N=C/c1cccc(Cl)c1	?	i	2%	-3%	-8%	16%	18%	8%	-55%[inhibitor]
CCN(CC)C(=O)C1CCCN(C(=O)c2cc(COc3ccc4ncccc4c3)on2)C1 (configuration not stated)	-7	i	-5%	-3%	-27%	-20%	1%	-3%	-3%
Cc1ccc(-n2c(SCC(=O)NC3CCS(=O)(=O)C3)nc3ccccc3c2=O)cc1C (configuration not stated)	-1	?	2%	-10%	3%	0%	-2%	-1%	-2%
CCOC(=O)c1ccccc1NC(=O)c1c(O)c2ccccc2n(CC)c1=O	13	i	-2%	5%	-6%	0%	?	-21%	?
CCOC(=O)C(=O)NN=C(c1ccccc1)c1ccccc1	7	i	3%	4%	-6%	13%	10%	6%	1%
Cc1ccc(S(=O)(=O)N(C)C)cc1NC(=O)c1ccccc1Br	-2	i	-1%	-5%	-16%	-16%	9%	-7%	-37%[inhibitor]
NC(=O)NC(=O)CN1C(=O)NC2(CCOc3ccccc32)C1=O (configuration not stated)	0	i	-2%	4%	14%	0%	4%	2%	0%
Cc1cc(C)c(Cn2c(=O)n(Cc3ccccc3)c(=O)c3c(C)c(C)sc32)c(C)c1	nt	i	-2%	nt	6%	nt	0%	nt	nt
O=C(O)CCCN1C(=O)c2ccccc2Sc2ncccc21	6	i	10%	-3%	0%	9%	-12%	12%	11%
Cc1ccc(S(=O)(=O)N2CCOCC2)cc1NC(=O)COC(=O)CCc1c[nH]c2ccccc12	-3	i	-8%	-2%	-14%	-2%	nt	0%	5%
Cc1cc(C)n(-c2ccc(C(=O)N3CCN(S(=O)(=O)c4ccc(Cl)cc4)CC3)cc2)n1	-21	i	-3%	3%	-6%	4%	14%	1%	-10%
O=S(=O)(Nc1ccc(-c2ccc(N3CCCC3)nn2)cc1)c1ccccc1Cl	nt	i	-26%	nt	-2%	nt	0%	nt	nt
O=C(CCS(=O)(=O)Cc1ccccc1)Nc1nc2c(s1)CCCC2	58	i	13%	-14%	17%	8.9µM*	?	?	-5%
Cc1ccc(S(=O)(=O)NC(C(=O)O)c2ccccc2)cc1 (configuration not stated)	34	i	2%	1%	-20%	-10%	8%	-14%	1%
CC(Oc1ccccc1)C(=O)Nc1nc(-c2ccncc2)cs1 (configuration not stated)	-14	i	-17%	-4%	3%	2%	15%	-2%[9.24 µM]	8%
CCn1nnc(NC(=O)c2cccnc2Cl)n1	?	i	0%	-1%	1%	0%	-1%	14%	0%
O=C(NOCc1cscn1)Nc1ccccc1	4	i	-16%	-7%	14%	7%	4%	-2%	1%
CCSc1nc2c(c(=O)[nH]c(=O)n2C)n1CC(O)COc1ccccc1C (configuration not stated)	42	i	-12%	-8%	-2%	-11%	-9%	-15%	?
Cc1cccc2[nH]c(CN(C)C(=O)CC3C(=O)NCCN3CC(C)(C)C)nc12 (configuration not stated)	-2	i	1%	4%	5%	-8%	?	-6%	0%
CCN1C(=O)[C@H]2[C@@H](c3ccc(-c4ccc(C(C)=O)cc4)c(OC)c3)N[C@@](Cc3ccccc3)(C(=O)OC)[C@H]2C1=O	?	i	1%	20%	-20%	-2%	-21%	-12%	20%
CSc1ccc(S(=O)(=O)Nc2ccc3c4c(cccc24)CC3)cc1	-3	i	-23%	?	-17%	?	18µM*	?	?
Cc1ccccc1C(=O)NC(C(=O)Nc1nc2c(s1)CCCC2)C(C)C (configuration not stated)	-12	i	-21%	4%	2%	-2%	-9%	-5%	?
CC(=O)N1CCN(c2ccc(NC(=O)c3cccc([N+](=O)[O-])c3)cc2)CC1	-10	i	10%	-23%	nt	13%	-6%	11%	6%
C=CCOc1c(OC)cc(/C=N/Nc2cccc(C(=O)O)c2)c(Br)c1Br	0	i	-33%	2.1µM*	31%[activator]	?	-1%	?	21µM*
CCN(CC)CCn1c2c(c(SCC(=O)Nc3ccc4c(c3)OCO4)nc1=O)CCC2	-28	i	-12%	-6%	2%	0%	-1%	-1%	-4%
COc1ccccc1NC(=O)CSc1nc2ccccc2c(=O)n1CCC(=O)NC1CCCCC1	nt	i	-6%	nt	-3%	nt	-5%	nt	nt
O=C(NC1CCCCC1)c1cc(-n2cnnc2)ccc1Cl	-2	i	1%	-5%	4%	18%	-9%	18%	-9%
COc1ccc(NC(=S)NN2CCN(C)CC2)cc1OC	14	i	6%	-7%	5%	-7%	1%	-5%	6%
CN(C)c1nc(N)nc(CSc2ccccn2)n1	18	i	3%	-22%	11%	1%	2%	19%	12%
Cc1c(Br)c([N+](=O)[O-])nn1CC(=O)Nc1ccc(C(C)C)cc1	7	i	-27%	?	-6%	23µM*	-24%	-28%	16%
CS(=O)(=O)Oc1ccc(/C=N/NC(=O)c2ccncc2)cc1	17	i	9%	4%	6%	-5%	2%	3%	0%
CCOC(=O)c1nc(Nc2ccc(Cl)cc2)c2c(C)noc2n1	nt	i	-2%	nt	2%	nt	9%	nt	nt
Cc1ccc(NS(=O)(=O)c2ccc(Cl)s2)cc1S(=O)(=O)N(C)C	25	i	-17%	1%	-4%	-25%	-5%	-18%	?
Cc1ccc(S(=O)(=O)N(C)C[C@H]2Oc3ncc(-c4ccccc4)cc3C(=O)N([C@@H](C)CO)C[C@@H]2C)cc1	-28	i	-28%	nt	-7%	-1%	7%	3%	nt
COc1ccc(-c2cc(C)no2)cc1S(=O)(=O)NCCc1ccco1	5	i	-15%	0%	-1%	-13%	-3%	0%	1%
CCCCN(C)CCNC(=O)C(=O)c1c(C)[nH]c2ccccc12	-14	i	-23%	-1%	-12%	10%	-1%	8%	-2%
O=C(COc1cccc2c1CCNC2=O)Nc1ccc(Cl)cc1	-3	i	-1%	-1%	3%	-17%	-3%	-2%	1%

Single records, as listed above:
CCOC(=O)C(=O)NN=C(c1ccccc1)c1ccccc1 is listed as IL-1B inflam inh: 7; S2 tox: i; HepG2 viability: 3%; SW480 rerep: 4%; ATXN2 expr inh: -6%; HT1080 IDH1KD tx: 13%; KB-3-1 tox: 10%; HT1080NT lethal: 6%; MCF10A rereplic: 1%
O=C(CNC(=O)c1cccs1)N/N=C/c1cccc(Cl)c1 is listed as IL-1B inflam inh: ?; S2 tox: i; HepG2 viability: 2%; SW480 rerep: -3%; ATXN2 expr inh: -8%; HT1080 IDH1KD tx: 16%; KB-3-1 tox: 18%; HT1080NT lethal: 8%; MCF10A rereplic: -55%[inhibitor]

More results follow:
SMILES	IL-1B inflam inh	S2 tox	HepG2 viability	SW480 rerep	ATXN2 expr inh	HT1080 IDH1KD tx	KB-3-1 tox	HT1080NT lethal	MCF10A rereplic
Cn1c2ccccc2c2n[nH]c(=O)nc21	-12	?	1%	-6%	-35%	10%	?	15%	-4%
COc1cccc(C2=CC(c3cccs3)n3nnnc3N2)c1 (configuration not stated)	0	i	-8%	5.8µM*	28%	8.2µM*	5.2µM*	8.2µM*	4.1µM*
Cc1ccc(SCc2nc(-c3ccc(C(=O)NCC(C)c4ccccc4)cc3)oc2C)cc1 (configuration not stated)	nt	i	-32%	nt	-14%	nt	?	nt	nt
C=CCC[C@H](Cc1ccc(F)cc1)C(=O)OC[C@H](Cc1c[nH]c2ccccc12)NC(=O)[C@H](CC=C)CC(=O)N[C@H](CO)Cc1ccccc1	-8	?	-7%	-11%	-9%	-1%	-5%	0%	-9%
CC1(c2cc(F)ccc2F)NC(=O)N(CC(=O)Nc2cccc(S(=O)(=O)N3CCCC3)c2)C1=O (configuration not stated)	22	i	4%	3%	1%	1%	-2%	5%[9.24 µM]	9%
O=C(c1ccccc1)N1CCCCC(S(=O)(=O)c2ccc3ccccc3c2)C1=O (configuration not stated)	13	i	-31%	0%	4%	5%	3%	6%	-10%
CCCNC(=S)N1CCC(n2cnc3ccccc32)CC1	?	i	6%	-38%[inhibitor]	-32%	5%	-10%	-21%	25%
COC(=O)C12CCC(C)(c3nc4ccccc4nc31)C2(C)C (configuration not stated)	18	?	-19%	-2%	-5%	8%	-1%	24%	17%
O=C(c1ccco1)N(Cc1cccs1)C1CCS(=O)(=O)C1 (configuration not stated)	-18	i	30%	2%	-11%	9%	10%	2%	6%
Cc1cc(NC(=O)c2ccc(Cn3nc(C)c(Br)c3C)o2)no1	-18	i	-13%	23%	?	-8%	-10%	-22%	?
CC(=O)c1sc(NC(=O)C2(F)C(F)(F)C(F)(F)C(F)(F)C(F)(F)C2(F)F)nc1C	-88*	?	-46%	0%	6.3µM*	7.1µM*	?	7.1µM*	9.2µM*
CC(C)(C)C(=O)Nc1nnc(CC(=O)NCc2ccccc2)s1	17	i	1%	8%	7%	1%	10%	27%	6%
Cc1ccc(-n2ncc(C(=O)N3CCN(C(=O)c4ccco4)CC3)c2-n2cccc2)cc1	-20	i	3%	-3%	-13%	4%	4%	-1%	2%
CN1CCN(C(=O)C(=O)Nc2c3c(nn2-c2cccc(Cl)c2)CSC3)CC1	nt	i	-2%	nt	9%	nt	11%	nt	nt
O=c1c2ccccc2ncn1C1CCCCC1	-10	i	1%	-2%	20%	-2%	5%	0%[9.24 µM]	23%
CCOc1ccc(S(=O)(=O)Nc2ncn[nH]2)cc1	11	i	6%	-11%	8%	11%	7%	14%	-3%
O=[N+]([O-])c1cc(-c2csc(NCCc3nc4cc(Cl)c(N5CCCCC5)cc4n3CCCO)n2)ccc1Cl	6	?	-3%	?	?	-21%	?	-21%	?
O=C1NCCN1CCNS(=O)(=O)c1ccccc1[N+](=O)[O-]	16	i	-4%	-9%	16%	3%	-2%	-13%	-3%

An unsorted share of the library. Share with any hit: about 8.9%.
